TNAP act DEA: human TNAP activation, intermediate phosphate acceptor; P05186; purified TNAP, CDP-star luminescence, 100 mM DEA, 30 min; stronger effect = higher value; scale: 0 levamisole-inhibited, 1 vehicle-only enzyme; activation factor at 20 µM; 64,000 tested, under 10 active; AID 813;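 active = activation factor of at least 2 at 20 µM, relative to controls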
RORa activator: activators of human nuclear receptor RORA; P35398; CHO-K1 Gal4-RORA LBD luciferase reporter, luminescence; percent increase over mock-subtracted basal signal; activation, % at 10 µM; hit rate 1.5% among 65,000;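 active = activation above the mean of all tested compounds plus 3 SD, cut at about 49% in these data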;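 note: 0% = DMSO-treated RORA cells and 100% = added signal equal to DMSO minus mock-transfected cells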
Target sequence (P35398 whole entry, looked up, the tested form may be a part): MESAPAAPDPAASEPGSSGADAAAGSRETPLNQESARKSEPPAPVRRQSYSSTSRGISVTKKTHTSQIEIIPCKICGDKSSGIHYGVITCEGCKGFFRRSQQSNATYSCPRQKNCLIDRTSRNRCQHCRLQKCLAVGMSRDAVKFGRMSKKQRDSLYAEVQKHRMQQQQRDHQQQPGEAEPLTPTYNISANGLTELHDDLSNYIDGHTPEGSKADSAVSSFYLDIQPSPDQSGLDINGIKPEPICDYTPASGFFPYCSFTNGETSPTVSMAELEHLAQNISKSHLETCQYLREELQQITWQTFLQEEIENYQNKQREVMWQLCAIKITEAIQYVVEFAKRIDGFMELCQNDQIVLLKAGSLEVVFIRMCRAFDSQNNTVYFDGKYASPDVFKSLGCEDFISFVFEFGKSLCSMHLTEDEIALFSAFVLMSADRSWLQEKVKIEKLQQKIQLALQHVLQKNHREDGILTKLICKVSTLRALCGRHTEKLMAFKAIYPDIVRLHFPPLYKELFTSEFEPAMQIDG
M1 ag: agonists of M1 muscarinic receptor; B-score at 10 µM; hit rate 3% among 64,000; CHO-M1 cells, Fluo-4 calcium fluorescence, agonist mode; stronger effect = higher value;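 active = fluorescence rise, raw or as B-score row- and column-corrected plate score, outside the 99.7% band of its plate's samples, either direction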
M1 antagonist: M1 muscarinic receptor (rat) antagonism | hit rate 3.4% among 64,000 | P08482 | B-score at 10 µM | AID 628 | CHO-M1 cells, Fluo-4 calcium, ACh EC80 antagonist mode; stronger effect = lower value;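 active = calcium fluorescence response, raw or row-and-column corrected B-score, differing from the plate sample mean either way at a set confidence level, mostly lower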
Ecoli tolC: growth inhibitors of E. coli BW25113 tolC mutant; OD615; growth inhibition, % at 10 µM (by protocol); hit rate 2.2% among 65,000; AID 573;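 active = growth inhibition at or above a cutoff equal to the mean over every tested compound plus 3 SD, cut at about 60% in these data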;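 note: growth measured after 20 h incubation at 37 °C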
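Test system – E. coli BW25113 ΔtolC::kan, tolC deletion mutant strain · Detection – OD at 615 nm · Buffer or medium – LB with kanamycin 50 µg/mL · Times – 20 h compound exposure of bacteria at 37 °C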
SF1 activator: SF-1 (human) activation; Q13285; CHO-K1 Gal4-SF-1 LBD luciferase reporter; % increase over DMSO SF-1-specific signal; activation, % at 10 µM; hit rate 1.9% among 65,000; AID 522;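 active = activation above the mean activation of all tested compounds plus 3 SD, cut at about 50% in these data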
Target sequence (Q13285 whole entry, looked up, the tested form may be a part): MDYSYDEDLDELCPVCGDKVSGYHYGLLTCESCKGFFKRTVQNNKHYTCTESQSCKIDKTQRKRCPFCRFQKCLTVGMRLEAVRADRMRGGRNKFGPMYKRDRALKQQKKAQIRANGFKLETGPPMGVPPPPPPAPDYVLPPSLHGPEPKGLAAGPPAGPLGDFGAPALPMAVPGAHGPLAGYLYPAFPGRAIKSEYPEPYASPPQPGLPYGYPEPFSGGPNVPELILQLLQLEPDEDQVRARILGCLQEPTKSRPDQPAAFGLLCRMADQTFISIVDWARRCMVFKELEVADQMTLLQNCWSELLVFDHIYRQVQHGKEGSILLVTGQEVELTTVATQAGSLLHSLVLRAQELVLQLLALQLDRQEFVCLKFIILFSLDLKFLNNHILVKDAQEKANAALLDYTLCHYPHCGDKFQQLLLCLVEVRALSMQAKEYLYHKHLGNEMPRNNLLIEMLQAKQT
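Compound – one dose, 10 µM compound, 1% DMSO · Test system – transient Gal4-SF-1 LBD reporter, CHO-K1 · Input – 4,000 cells in each well · Read-out basis – percent activation relative to DMSO median and mock-transfected background · Replicates – single measurement per compound · Technique – steady-glow luciferase luminescence, read after 15 min reagent incubation · Timing – 20 h compound treatment, 37 °C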
Autofluor 339: intrinsic fluorescence of library compounds, ex339/em460 – biochemical, MLSMR library, data from DPM-DC assay, artefact control, profiling panel | compound autofluorescence, ex339/em460 nm, NADH buffer; stronger effect = higher value; 1 = no-compound wells, NADH background | hit rate 5.5% among 65,000 | fluorescence fold increase at 10 µM;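 active = at 10 µM, mean starting fluorescence two-fold or more over control wells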;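 note: signal is the first read of a kinetic run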
Ec RNAP inh: inhibitors of Escherichia coli RNA polymerase. AID 559. hit rate 0.2% among 62,000. inhibition, %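 (tested at 10 µM)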. E. coli RNA polymerase, fluorescence transcription assay; in the data active = inhibition above about 20%;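 note: 0% = enzyme without compound and 100% = no enzyme blank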
NADH coupling: blocks coupling enzymes of NAD/NADH assays; AID 774; hit rate 0.02% among 65,000; coupled PK/LDH NADH assays, four targets; IC50, µM (titrated, usually from 10 µM), inactives show top-dose inhibition;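 active = single-dose screening hits from any of four coupled enzyme assays that gave an IC50 when retested across doses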;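 note: the DPM-DC format reads NADH fluorescence rather than 340 nm absorbance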
An asterisk follows results filed as active; x = no result given; [ ] = remark or other dose.

SMILES | TNAP act DEA | RORa activator | M1 ag | M1 antagonist | Ecoli tolC | SF1 activator | Autofluor 339 | Ec RNAP inh | NADH coupling
CC(C)Nc1nc(NC(C)C)nc(C(N)=O)n1 | 0.9 | -3 | -0.55 | 0.084 | -25 | 6 | 1 | 5 | 6%
O=c1cc(CO)oc(CN2CCCC2)c1O | 1 | -24 | 0.13 | 0.53 | -10 | -15 | 1.1 | -7 | 8%
Cc1cc(C)c(C#N)c(OCC(=O)c2ccccc2)n1 | 0.9 | -12 | -0.28 | 0.2 | 9 | -12 | 1.1 | 10 | 3%
Cc1ccc(-n2c(SCC(=O)N3CCCC3)nc3c(c2=O)SCC3)cc1 | 0.9 | -22 | 0 | -0.12 | 2 | -12 | 1 | 10 | 3%
COc1cc(NC(=O)c2ccc3c(=O)n(Cc4ccco4)c(=S)[nH]c3c2)cc(OC)c1OC | 0.9 | -12 | -0.65 | 0.16 | 6 | 6 | 1.1 | 4 | 5%
O=C(O)C1C2C=CC(O2)C1C(=O)NCCC1=CCCCC1 (stereo not drawn) | 0.9 | -14 | -0.048 | 0.76 | 7 | 0 | 1 | 3 | 6%
N#CC1=C(N)C(C#N)(C#N)C(c2cccnc2)C2CCCC=C12 (stereo not drawn) | 0.9 | -10 | 7.9* | 1.4 | 2 | -7 | 1.3 | 8 | 8%
Cc1nc2nc(CSc3nnc(C)s3)cc(=O)n2[nH]1 | 0.9 | -2 | x | x | -14 | -11 | 1.1 | 6 | 6%
COc1ccc(-n2c(SCC(=O)N3CCN(c4ccccc4)CC3)nc3c(c2=O)SCC3)cc1 | 0.9 | -26 | 0.84 | -0.57 | 13 | -2 | 1.1 | 4 | 4%
CCC(C)(C(=O)NC1CCCC1)N(C(=O)c1cnccn1)c1ccccc1 (stereo not drawn) | 0.8 | -21 | -0.26 | -0.45 | -15 | -12 | 1 | 1 | 4%
CC1CCN(c2oc(-c3ccccc3Cl)nc2C#N)CC1 | 0.9 | 41 | -0.51 | -0.23 | 6 | 44 | 1.9 | 9 | 2%
O=C(O)CCCC(=O)Nc1ccc(Cl)c(Cl)c1 | 0.9 | 7 | 0.35 | 0.19 | -25 | -4 | 1 | 6 | 8%
Cc1ccccc1NC(=O)NCCN1C(=O)C2C3C=CC(C3)C2C1=O (stereo not drawn) | 0.9 | -15 | 0.02 | 0.31 | -10 | 20 | 1.1 | 10 | 3%
Cn1ccnc1SCCC#N | 0.7 | -16 | -0.18 | 0.43 | -7 | 23 | 1.1 | 7 | 1%
CCOC(=O)c1c(-c2ccccc2)csc1NC(=O)c1nn(CC)cc1Br | 0.9 | 8 | 1.4 | -0.43 | 9 | -14 | 3.5* | 4 | 4%[fluoresces]
Cc1nc(NC(=O)C2CC2)sc1C(=O)N1CCCCC1 | 0.9 | -14 | 1.7 | 0.078 | -13 | 3 | 1.1 | -2 | 10%
O=S(=O)(c1ccc2nc(COc3ccccc3)[nH]c2c1)N1CCOCC1 | 1 | -6 | -0.37 | 0.24 | 9 | -14 | 1.1 | 3 | 2%
CS(=O)(=O)c1ccc(-c2nn[nH]n2)cc1 | 0.9 | -15 | -0.017 | 0.49 | -8 | 4 | 1.1 | 6 | 9%
O=P(c1ccccc1)(c1ccccc1)C(O)c1ccco1 (stereo not drawn) | 1 | x | 0.96 | -0.0013 | -4 | x | 1.1 | 5 | 2%
CNc1ccccc1-n1ccc(-c2ccccc2)n1 | 0.8 | 16 | 3.6* | 0.34 | 26 | 18 | 1.1 | 6 | 0%
Cc1nc2c(ccc3nc(NC(=O)c4ccc5c(c4)OCCO5)sc32)s1 | 1 | -8 | 2.3 | -0.083 | 2 | 17 | 2.4* | 15 | 12%
CCn1c(SCC(=O)Nc2ccccc2N2CCOCC2)nnc1-c1ccccc1O | 1 | -22 | 0.74 | -0.88 | -17 | 1 | 1.1 | 7 | 3%
O=C(CSc1nnc(Cn2c(=O)sc3ccccc32)n1-c1ccccc1)N1CCCC1 | 0.9 | -23 | 0.32 | -0.12 | 0 | 4 | 1.1 | 6 | 6%
Cc1cccc(NC(=O)Cn2c(=O)n3nc(CCn4nc(C)cc4C)nc3c3ccccc32)c1 | 1 | -7 | 1.4 | 0.25 | 2 | -4 | 1.1 | 12 | 2%
CCOC(=O)N1CCC(NC(=O)CCC(=O)c2ccccc2)CC1 | 0.9 | 32 | -0.55 | -0.11 | -24 | 12 | 1.1 | 5 | 5%

The listing continues:
SMILES | TNAP act DEA | RORa activator | M1 ag | M1 antagonist | Ecoli tolC | SF1 activator | Autofluor 339 | Ec RNAP inh | NADH coupling
CC(C)NC(=O)CCCn1c(=S)[nH]c2cc3c(cc2c1=O)OCO3 | 0.9 | -15 | -1.2 | -3.1 | -9 | 3 | 1.1 | 0 | 4%
CCOc1ccccc1OCC(=O)Nc1ccc(N2CCCCC2)cc1 | 0.9 | -8 | -0.5 | -0.53 | 20 | 10 | 1.1 | 8 | 16%
Cc1c(NS(=O)(=O)c2ccccc2)cc(Cl)c(O)c1C | 0.8 | x | x | x | 23 | x | 1.1 | 26* | 2%
COc1cc(-c2nnc3sc(Cc4ccc(Cl)cc4)nn23)cc(OC)c1OC | 0.9 | -10 | 0.45 | 0.47 | 2 | -1 | 1.1 | 9 | 6%
CCOc1cc2[nH]c(=S)n(CCCOC)c(=O)c2cc1OCC | 0.9 | 9 | -0.33 | 0.37 | 5 | -10 | 1.1 | 4 | 5%
c1ccc2[nH]c(NCCCN3CCOCC3)nc2c1 | 0.9 | -10 | 0.33 | 0.078 | -26 | 2 | 1.1 | 2 | 3%
O=C(CCC1CC(=O)Nc2ccccc21)NCc1cccnc1 (stereo not drawn) | 1 | 21 | 0.35 | 0.46 | 0 | -14 | 1.1 | 3 | 4%
CC(=O)c1ccc2c3c(cccc13)C(=O)N(c1c(C)nn(C)c1C)C2=O | 0.9 | 0 | -1.2 | 1 | 7 | 6 | 1 | 2 | 2%
Cc1cc(C)n(CCc2nc3c4ccccc4n(CC(=O)Nc4ccc(Cl)cc4F)c(=O)n3n2)n1 | 1.1 | -5 | -1.2 | 0.31 | 2 | -8 | 1.1 | 7 | 1%
CCn1c(SCC(=O)N2CCCC2)nc2c(c1=O)SC(C)C2 (stereo not drawn) | 0.9 | 7 | -0.057 | 0.072 | -9 | -8 | 1.1 | 7 | 5%
COc1ccc(NC(=O)c2cccc(-n3cnnn3)c2)cc1 | 0.9 | -12 | x | x | -13 | -6 | 1.1 | 7 | 4%
CN1CCN(CC(=O)Nc2ccc(Cl)cc2Cl)CC1 | 0.9 | -7 | -0.31 | 0.14 | -16 | 2 | 1 | -7 | 2%
CN(C)c1cc(NC(=O)CN2CCOCC2)c2ccccc2n1 | 0.8 | 11 | -0.96 | 0.32 | -16 | 2 | 1.8 | 5 | 3%[fluoresces]
OC1(Cc2ccn[nH]2)CCCCC1 | 0.9 | 14 | -0.36 | 0.55 | -14 | 6 | 1 | 9 | 7%
CC(C)Cn1c(N)c(C(=O)COC(=O)C2CCCCC2)c(=O)n(C)c1=O | 1 | -17 | 4.4 | -1 | 41 | -1 | 1.1 | 6 | 6%
CN(C)S(=O)(=O)c1ccc(C(=O)Nc2ccccc2C(=O)O)cc1 | 0.8 | 9 | -0.87 | -0.0074 | 9 | -10 | 1 | 11 | 4%
CC1(C(=O)NC2CCCCCCC2)CCC(=O)N1Cc1ccco1 (stereo not drawn) | 1 | 4 | -0.77 | -0.32 | -6 | 2 | 1 | 12 | 11%
COc1cccc(NC(=O)CSc2nnc(-c3cccc(OC(C)C)c3)n2N)c1 | 0.9 | 18 | -0.36 | 0.66 | 0 | 24 | 1.1 | 2 | 4%
COc1ccc(S(=O)(=O)N2CCC(C(=O)N3CCOCC3)CC2)cc1OC | 1 | -20 | x | x | -6 | -4 | 1.1 | 9 | 4%
CCN1C(=O)CC(N2CCC(Nc3ccc(F)cc3)CC2)C1=O (stereo not drawn) | 0.9 | 5 | -0.021 | 0.46 | -5 | 11 | 1 | -4 | 3%
O=C(CSC1=NC(=O)C(Cc2ccccc2)C(=O)N1)Nc1ncccn1 (stereo not drawn) | 0.9 | -1 | -0.62 | -0.35 | -13 | 9 | 1.1 | 1 | 4%
CCC(C)COC(=O)c1ccc(C(=O)O)cc1 (stereo not drawn) | 0.9 | 15 | -0.75 | 1.3 | 10 | 14 | 0.97 | 10 | 5%
COc1ccccc1OCC(=O)N1CCN(c2ccccc2OC)CC1 | 0.9 | -6 | -0.02 | 0.0031 | -10 | -4 | 1.1 | -8 | 3%

Only Autofluor 339, SF1 activator and Ec RNAP inh, for some of the entries so far:
compound	Autofluor 339	SF1 activator	Ec RNAP inh
CC(C)Cn1c(N)c(C(=O)COC(=O)C2CCCCC2)c(=O)n(C)c1=O	1.1	-1	6
c1ccc2[nH]c(NCCCN3CCOCC3)nc2c1	1.1	2	2

Grouped by structure, the compounds so far with an NH in an aromatic ring.
SMILES | TNAP act DEA | RORa activator | M1 ag | M1 antagonist | Ecoli tolC | SF1 activator | Autofluor 339 | Ec RNAP inh | NADH coupling
COc1cc(NC(=O)c2ccc3c(=O)n(Cc4ccco4)c(=S)[nH]c3c2)cc(OC)c1OC | 0.9 | -12 | -0.65 | 0.16 | 6 | 6 | 1.1 | 4 | 5%
Cc1nc2nc(CSc3nnc(C)s3)cc(=O)n2[nH]1 | 0.9 | -2 | x | x | -14 | -11 | 1.1 | 6 | 6%
O=S(=O)(c1ccc2nc(COc3ccccc3)[nH]c2c1)N1CCOCC1 | 1 | -6 | -0.37 | 0.24 | 9 | -14 | 1.1 | 3 | 2%
CS(=O)(=O)c1ccc(-c2nn[nH]n2)cc1 | 0.9 | -15 | -0.017 | 0.49 | -8 | 4 | 1.1 | 6 | 9%
CC(C)NC(=O)CCCn1c(=S)[nH]c2cc3c(cc2c1=O)OCO3 | 0.9 | -15 | -1.2 | -3.1 | -9 | 3 | 1.1 | 0 | 4%
CCOc1cc2[nH]c(=S)n(CCCOC)c(=O)c2cc1OCC | 0.9 | 9 | -0.33 | 0.37 | 5 | -10 | 1.1 | 4 | 5%
c1ccc2[nH]c(NCCCN3CCOCC3)nc2c1 | 0.9 | -10 | 0.33 | 0.078 | -26 | 2 | 1.1 | 2 | 3%
OC1(Cc2ccn[nH]2)CCCCC1 | 0.9 | 14 | -0.36 | 0.55 | -14 | 6 | 1 | 9 | 7%
